# HTT aggregate: qHTS Multiplex Assay to Identify Dual Action Probes in a Cell Model of Huntington: Aggregate Formation (GFP); PC12 HttQ103-GFP aggregates, Acumen cytometry, 40 h; Potency, µM (top dose mostly 46.1 µM), without a hit: top-dose activity change, negative = inhibition, actives largely listed as inhibitors; hit rate 1.1% among 220,000; AID 1688, 2009; further: on the % scale 0 is the no-effect control and ±100 the full control effect; nearly all actives have a fitted effect of over 60% in size
#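 Aggregates are detected as GFP objects 1–25 µm with signal 6 STDEV over background in lysates of induced PC12 cells. These carry Huntingtin exon 1 with 103 glutamines fused to GFP under an ecdysone promoter; compounds titrated.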
# GAA glycogen: qHTS Assay for Inhibitors and Activators of Human alpha-Glucosidase Cleavage of Glycogen | recombinant GAA, glycogen substrate, Amplex Red glucose oxidase fluorescence | Potency, µM (doses to about 76.4 µM), without a hit: at the top dose activity change, negative = inhibition, actives largely listed as inhibitors | hit rate 0.38% among 300,000 | Lysosomal alpha-glucosidase (Homo sapiens), P10253;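 further: 0% = full enzyme reaction and -100% = no-enzyme basal signal; the screen sought inhibitors and activators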
#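 qHTS, 1536-well; enzyme 4 nM final; cpd up to 77 uM; substrate bovine liver glycogen 30 ug; 50 mM citrate/phosphate pH 5.0, 0.01% Tween-20; 37 C, 40 min; Amplex Red detection 45 min RT; Hill fit → AC50.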
# GAA spleen mod: qHTS Assay for Inhibitors and Activators of Human alpha-Glucosidase From Spleen Homogenate; Lysosomal alpha-glucosidase (Homo sapiens), P10253; human spleen homogenate, 4-MU-alpha-glucoside fluorescence; Potency, µM (doses to about 79.9 µM), inactives show at the highest dose activity change, negative = inhibition, hits mostly inhibitors; hit rate 0.006% among 240,000;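 further: 0% = enzyme with vehicle and -100% = no enzyme basal signal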
#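 AC50 values come from Hill-equation fits of concentration-response data, normalized to no-enzyme and full-activity controls. Enzyme source: 1 ug human spleen homogenate; 1 mM fluorogenic 4-MU glucoside, pH 5.0 citrate buffer, 37 C, 40 min.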
# HTT cytoprotect: qHTS Multiplex Assay to Identify Dual Action Probes in a Cell Model of Huntington: Cytoprotection (ATP) | PC12 HTT-Q103 induced, cytoprotection, ATP luminescence, 40 h | Potency, µM (titrated, usually from 56.4 µM), inactives show cytoprotection (ATP increase), actives largely listed as activators | hit rate 0.14% among 230,000;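 further: % of control where 0% means no effect; nearly all actives have a fitted effect of over 45% in size; toxic huntingtin expression switched on by the ecdysone agonist tebufenozide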
#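 Compounds added alongside 100 nM tebufenozide, which induces toxic Q103 huntingtin exon 1-GFP in stable PC12 cells; surviving cells quantified by luminescent ATP measurement. Medium: phenol red-free DMEM, 5% equine and 5% calf serum.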
# GAA inh: qHTS Assay for Inhibitors of Human alpha-Glucosidase as a Potential Chaperone Treatment of Pompe Disease; hit rate 0.005% among 200,000; purified human GAA, 4-MU-alpha-glucoside fluorescence; Potency, µM (titrated, usually from 76.9 µM), for inactives: top-dose activity change, negative = inhibition, most hits filed as inhibitors; Lysosomal alpha-glucosidase (Homo sapiens), P10253; AID 1466, 2008;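 further: plate controls were uninhibited enzyme wells for no effect and no-enzyme background for full effect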
#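 Enzyme (4 nM final) mixed with compound (up to 77 uM), then 4-MU-alpha-D-pyranoside (400 uM final) added; 20 min at room temperature, pH 5.0. Reaction stopped at pH 10, fluorescence read, AC50 derived by Hill fit.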
# IMPase Li cell: qHTS Assay for Identifying the Cell-Membrane Permeable IMPase Inhibitors: Potentiation with Lithium; CHO-M1 cells, IP1 TR-FRET (IP-One), carbachol + lithium; Potency, µM (series often up to 59.4 µM), inactives show top-dose activity, negative = IMPase inhibition, hits mostly inhibitors; hit rate 0.35% among 210,000; AID 1457, 2008;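 further: IP1 builds up when IMPase is blocked and the TR-FRET signal falls; plate controls were basal vehicle for no effect and high inhibitor control for full effect; nearly all actives have a fitted effect of over 50% in size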
#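 Concentration–response in CHO-M1 cells, lithium-potentiated; 30 min at 37C. IP1 detected by competitive TR-FRET after 10 min lysis at RT. Hill-fitted AC50.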
# RGS12 GoLoco inh: qHTS Assay for Inhibitors of RGS12 GoLoco Motif Activity (Red Fluorophore); AID 880, 2007; Potency, µM (top dose mostly 61.6 µM), for the others: top-dose activity, negative = inhibition, most hits filed as inhibitors; Guanine nucleotide-binding protein G(i) subunit alpha-1 (Homo sapiens), P63096; Gai1:RGS12 GoLoco peptide FP, rhodamine, 10 min; hit rate 0.44% among 230,000; active means well fitted inhibition curve with a large enough effect, not every such curve was filed as active; inactive means no such curve, though single readings can be large or run the other way; further: on the % scale 0 is the no-effect control and ±100 the full control effect; nearly all actives have a fitted effect of over 30% in size; many of its hits are not listed in these tables
# Target sequence (P63096 whole entry, looked up): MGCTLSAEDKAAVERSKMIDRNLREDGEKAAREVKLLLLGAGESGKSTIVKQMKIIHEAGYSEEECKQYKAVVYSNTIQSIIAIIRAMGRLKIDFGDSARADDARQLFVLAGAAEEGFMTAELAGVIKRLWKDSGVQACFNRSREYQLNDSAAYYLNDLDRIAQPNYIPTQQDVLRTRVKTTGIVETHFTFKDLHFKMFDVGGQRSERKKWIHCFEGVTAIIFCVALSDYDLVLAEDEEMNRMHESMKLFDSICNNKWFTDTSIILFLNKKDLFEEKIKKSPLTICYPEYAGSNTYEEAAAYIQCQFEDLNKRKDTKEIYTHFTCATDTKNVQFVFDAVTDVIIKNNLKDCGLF
# Active calls of the source: *; ? = inconclusive; nt = not tested or not shown; [ ] = another dose, or the depositor's remark. Unless noted, the call rests on the fitted dose curve; in most records, active means well fitted curve in the direction sought with a large enough effect; inconclusive means small, poorly fitted or top-dose-only effect, or another doubt; inactive means no such curve, though single readings can be large; an effect the other way counts as inactive or inconclusive. Potency means the concentration at half of the fitted maximal effect. Some of the compounds tested; the hit share may differ from the screen's.
nr	Compound	GAA spleen mod	GAA glycogen	RGS12 GoLoco inh	HTT aggregate	IMPase Li cell	HTT cytoprotect	GAA inh
1	CCOc1ccc(NC(=O)C(=O)NCCCn2ccnc2)cc1	7%	-11%	-12%	5%	19%[38.3 µM]	24%[10 µM]	?
2	COC(=O)c1cc(NC(=O)Nc2cc(OC)ccc2OC)cc(C(=O)OC)c1	1%	1%	11%	-9%	-3%[38.3 µM]	-4%	-4%
3	N#Cc1c(-c2ccco2)ccn(Cc2ccc(F)cc2)c1=O	nt	-2%	4%	5%	-8%	1%	4%
4	CCOC(=O)CC1=Nc2ccccc2NC(=O)C1	-1%	-4%	0%	1%	11%[38.3 µM]	-19%[0.074 µM]	3%
5	Cc1sc2ncnc(Nc3ccc(N4CCOCC4)cc3)c2c1-c1ccccc1	4%	-16%	nt	?	nt	14%[10 µM]	1%
6	CN(C(=O)c1sc2nc(N3CCOCC3)c3c(c2c1N)CCCC3)c1ccccc1	nt	3%	4%	?	-2%	-99%[inhibitor]	10%
7	COc1ccc(CC(=O)OCc2cc(=O)n3cc(Br)ccc3n2)cc1OC	4%	-10%	14%	15%	9%	-4%[10 µM]	-3%
8	O=C(Cn1nc(C(=O)O)c2ccccc2c1=O)Nc1ccc2c(c1)C(=O)c1ccccc1C2=O	4%	3%	1%	-3%[9.22 µM]	nt	4%[10 µM]	-13%
9	CC(C)NC(=O)c1cc(C(=O)c2cc(Cl)ccc2O)coc1=N	-2%	0%	88%[activator]	7.9µM*	20%[38.3 µM]	-9%	1%
10	CCOC(=O)C1CCN(Cc2cn[nH]c2-c2ccccc2)CC1	4%	0%	-3%	-4%	-5%[38.3 µM]	14%	6%
11	O=C(/C=C/c1ccccc1)NC(NC(=S)Nc1ccc(C(=O)O)cc1)C(Cl)(Cl)Cl (stereo not drawn)	-17%	9%	3%	8%	-3%	3%[10 µM]	-5%
12	COc1ccccc1C(=O)n1nc(-c2ccco2)nc1N	-2%	-7%	-2%	-1%	8%[38.3 µM]	-3%	-2%
13	COc1ccc2c(c1)C(c1ccc([N+](=O)[O-])cc1)=NNC(c1ccco1)=N2	-8%	-9%	2%	-2%	1%[38.3 µM]	-41%[inhibitor]	?
14	CCC(=O)Nc1ccccc1C(=O)OCC(=O)c1ccccc1	-8%	-7%	9%	9%	3%[38.3 µM]	-11%	1%
15	CCNc1nc(N)c(C(=O)C23CC4CC(CC(C4)C2)C3)s1	-1%	-2%	6%	-1%[9.22 µM]	nt	-8%[10 µM]	nt
16	CCC(=O)Nc1cccc(C(=O)/C=C/c2cccs2)c1	-4%	-8%	29%	-13%	20%	-34%[inhibitor]	7%
17	O=C(CSc1nnc(-c2ccc(Cl)cc2Cl)n1C1CCCCC1)N1CCCC1	-10%	6%	-5%	-1%	20%[38.3 µM]	-10%	1%
18	CC1=CC(=O)C2=C(C)CC[C@@H]3[C@@H](OC(=O)[C@H]3C)[C@H]12	3%[29.1 µM]	nt	3%[21.6 µM]	nt	-3%	2%[40.3 µM]	nt
19	COc1cc(/C=C(\C#N)C(=O)c2c(C)[nH]c3ccccc23)cc(OC)c1OC	-3%	-12%	nt	0%	nt	18%[10 µM]	5%
20	O=S(=O)(N1CCCCCC1)N1CCN(S(=O)(=O)N2CCCCC2)CC1	-4%	3%	6%	-4%	8%[38.3 µM]	3%[10 µM]	-4%

# Structural class: those above containing a thiophene ring, fused or not
nr	Compound	GAA spleen mod	GAA glycogen	RGS12 GoLoco inh	HTT aggregate	IMPase Li cell	HTT cytoprotect	GAA inh
5	Cc1sc2ncnc(Nc3ccc(N4CCOCC4)cc3)c2c1-c1ccccc1	4%	-16%	nt	?	nt	14%[10 µM]	1%
6	CN(C(=O)c1sc2nc(N3CCOCC3)c3c(c2c1N)CCCC3)c1ccccc1	nt	3%	4%	?	-2%	-99%[inhibitor]	10%
16	CCC(=O)Nc1cccc(C(=O)/C=C/c2cccs2)c1	-4%	-8%	29%	-13%	20%	-34%[inhibitor]	7%

# New compounds follow.
nr	Compound	GAA spleen mod	GAA glycogen	RGS12 GoLoco inh	HTT aggregate	IMPase Li cell	HTT cytoprotect	GAA inh
21	COc1cc(OC)c(OC)cc1/C=C/c1cc(C(=O)O)c2ccccc2n1	-1%	-6%	7%	25%	-1%	-53%[inhibitor]	-2%
22	O=C1CC(c2ccc3c(c2)OCO3)C2=C(CCCC2=O)N1 (stereo not drawn)	-6%	-2%	-2%	1%	-2%[38.3 µM]	-37%	0%
23	CCC(C)/C(C)=N/NC(=O)CSc1nc2ccccc2[nH]1 (stereo not drawn)	-12%	-18%	-4%	-15%	7%	3%	-5%
24	COc1cc(C(=O)Oc2cccc(Nc3ncnc4ccccc34)c2)cc(OC)c1OC	-5%	-8%	6%	-16%	28%[38.3 µM]	-42%[inhibitor]	-5%
25	Cc1ccc(N2C(=O)c3n[nH]c(C)c3C2c2cccnc2)cc1 (stereo not drawn)	3%	-4%	1%	5%	1%[38.3 µM]	-6%	-3%
26	O=c1c2cc3c(cc2[nH]c(=S)n1Cc1ccco1)OCO3	-6%	4%	nt	7%	nt	-38%[inhibitor]	-8%
27	Cc1cc(N2CCCCC2)nc(-c2ccc(Br)cc2)n1	5%	-8%	7%	-18%	16%	-10%[10 µM]	-3%
28	COc1cc(-c2nc(CN3CCCN(C(=O)c4ccco4)CC3)c(C)o2)ccc1F	-3%	0%	9%	-1%[9.22 µM]	-3%	14%[10 µM]	-15%
29	N#Cc1cc(Sc2ccccn2)c([N+](=O)[O-])cc1C#N	-4%	18%	226%[activator]	32%	-5%	9%	-5%
30	CCOC(=O)c1c(NC(=O)COC(=O)c2cc(OC)c(OC)cc2[N+](=O)[O-])sc(C)c1C	1%	-4%	1%	5%	10%	17%[10 µM]	0%
31	O=C(Nc1ccc(C(F)(F)F)cc1)C1CC(=O)N(c2ccc3c(c2)OCCO3)C1 (stereo not drawn)	3%	-1%	4%	-19%	-5%[38.3 µM]	-13%	-6%
32	CCC(CC)C(=O)N1N=C(c2ccc(NS(C)(=O)=O)cc2)CC1c1ccccc1 (stereo not drawn)	18%	-3%	15%	?	nt	18%[10 µM]	nt
33	CCCN(CCC)C1=CC(=[N+]2CCCC2)CC(C)(C)C1	-8%	11%	7.9µM*	11µM*	23%	34%[0.074 µM]	-5%
34	Clc1ccc(-c2csc(N3CCN(c4ccccc4)CC3)n2)cc1	1%	-1%	5%	9%	-5%[38.3 µM]	-12%	-3%
35	Cc1ccc2cc3c(NC(=O)C4CCCO4)nn(CC(C)C)c3nc2c1 (stereo not drawn)	-6%	6%	8%	17%	0%[38.3 µM]	1%	?
36	Cc1sc(NC(=O)CSc2nc(N)n(CC(=O)c3ccccc3)n2)c(C#N)c1C	-4%	-3%	10%	-1%	30%[38.3 µM]	8%[10 µM]	3%
37	O=C(COC(=O)Cc1ccccc1[N+](=O)[O-])NC1CCCC1	-3%	7%	-3%	10%	3%	28%	-4%
38	Cc1cc(C)n2cc(CSc3nnc(-c4ccccc4)o3)nc2n1	3%	-7%	12%	-6%	4%[38.3 µM]	-2%[10 µM]	-4%
39	CCC(=O)Nc1c(S(=O)(=O)c2ccccc2)c2nc3ccccc3nc2n1Cc1ccccc1	28%	7%	-5%	-4%	-9%	2%[10 µM]	?
40	CS(=O)(=O)c1ccc2nc(NC(=O)c3cccs3)sc2c1	-8%	4%	7%	-11%	-2%	-70%[inhibitor][10 µM]	-6%
41	CCNC(=O)CC1SC(=Nc2cccc(Cl)c2C)N(C)C1=O (stereo not drawn)	-7%	5%	-16%	-8%	-2%	3%[10 µM]	4%
42	COc1c(O)c(O)c2oc(-c3ccccc3)cc(=O)c2c1OC	-6%	?	-9%	11%[9.22 µM]	6%	24%[10 µM]	nt
43	C/C(=N\NC(=O)c1cc(-c2cccc([N+](=O)[O-])c2)n[nH]1)c1ccccc1O	-2%	-2%	19%	?	-5%	nt	-7%
44	Cc1ccc2c(c1C)OC(=O)CC2(C)C	-7%	3%	7%	-8%	3%	nt	-5%
45	COc1ccc(NC(=O)N2CC[C@@]3(CCCN(S(C)(=O)=O)C3)C2)cc1	-5%	nt	5%	nt	-5%	?	nt
46	CCc1ccc2c(c1)cc(CN(C(=S)Nc1cccc(C)c1)C1CC1)c1nnnn12	-8%	4%	7%	9%	?	-32%	-3%
47	O=C(NCC1(c2ccccc2)CCCC1)c1cccc(Br)c1	-7%	6%	1%	-17%	26%[38.3 µM]	-25%	?
48	COc1ccc(N2Cc3cccc(C(=O)NC(C)CCc4ccco4)c3C2=O)cc1 (stereo not drawn)	-1%	-1%	10%	?	20%[38.3 µM]	1%	-3%[15.4 µM]
49	N#CCCn1c(=O)cnc2cnc(Nc3ccccc3)nc21	-2%	nt	11%	nt	-1%	-9%	nt
50	Cc1cc(SCC(=O)Nc2ccccc2C)nc(C)n1	3%	-3%	-7%	-13%	-12%[38.3 µM]	12%	5%
51	CC(C(=O)Nc1ccccc1Oc1ccccc1)c1ccccc1 (stereo not drawn)	4%	5%	13%	-10%	6%	23%[10 µM]	-2%
52	Cc1nn(-c2ccc(F)cc2)c(C)c1NS(=O)(=O)c1ccc2ccccc2c1	-12%	-7%	6%	?	-11%[38.3 µM]	-23%	-3%
53	Cc1nnc(SCc2nnc(-c3ccccc3Br)o2)n1-c1ccccc1	-4%	3%	-7%	16%	3%[38.3 µM]	-14%[10 µM]	1%
54	Cc1ccccc1Cn1cnc2c(oc3ccccc32)c1=O	11%	-11%	7%	-12%	-1%	-20%	-3%
55	CC1CCC2(OC1)OC1CC3C4CCC5CC(O)CCC5(C)C4=CCC3(C)C1C2C (stereo not drawn)	2%	nt	8%	nt	7%	1%	nt
56	N#Cc1cc2c(nc1Cl)CCCC2	-1%	7%	4%	16%	-6%	8%[10 µM]	4%
57	COc1cccc(/C=N/Nc2snc(SC)c2C#N)c1	-1%	-3%	10%	-25%	11%[38.3 µM]	-28%	-6%
58	O=C(O)c1cccc(N2C(=O)c3cccc4c(Cl)ccc(c34)C2=O)c1	-2%	-8%	-11%	11%	-6%	nt	?

# High-throughput results from PubChem BioAssay.
